# MrgX1 PAM: allosterically activates human MrgX1 receptor signaling; MrgX1-HEK293, Fluo-4 calcium flux, FDSS; active compounds read high; B-score at 10 µM; Q96LB2; hit rate 0.63% among 310,000;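 active means plate-corrected calcium response at least 3 library SD above typical, normal starting fluorescence, not activating the receptor alone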;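 further: compound read alongside a low EC10 to EC30 dose of BAM8-22 agonist; peak minus trough fluorescence over baseline measured at the second addition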
# Target sequence (Q96LB2 whole entry, looked up): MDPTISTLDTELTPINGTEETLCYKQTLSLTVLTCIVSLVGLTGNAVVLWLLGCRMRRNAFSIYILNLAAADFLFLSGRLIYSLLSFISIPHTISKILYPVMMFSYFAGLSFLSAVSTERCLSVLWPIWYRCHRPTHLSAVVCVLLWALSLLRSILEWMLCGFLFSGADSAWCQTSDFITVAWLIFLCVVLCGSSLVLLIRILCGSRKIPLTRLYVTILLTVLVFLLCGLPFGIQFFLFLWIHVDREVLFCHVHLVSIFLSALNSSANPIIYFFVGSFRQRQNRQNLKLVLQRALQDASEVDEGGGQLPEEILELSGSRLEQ
# TRPC6 inh: blocks the mouse TRPC6 cation channel | Q61143 | HEK293-TRPC6, membrane potential dye, ACh-evoked depolarization; active compounds read low | B-score at 10 µM | hit rate 1.1% among 310,000 | AID 2553;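 active means B-score under library mean minus 3 SD, initial fluorescence not abnormally high, positive integrated signal ratio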;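 further: B-score derived from integrated fluorescence ratio over the kinetic read; more negative B-score means stronger inhibition of depolarization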
# RGS4 block: human RGS4 inhibition; hit rate 0.45% among 310,000; B-score at 10 µM; AID 463165; HEK293 M3R/RGS4 inducible, Fluo-4 calcium flux; active compounds read high; triggered by carbachol at its EC20;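 active means B-score, a plate-corrected calcium signal, over three deviations above library mean, with baseline fluorescence within five deviations of library mean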;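 further: RGS4 expression induced by doxycycline in cells with stable M3 receptor; B-score is computed from the integrated fluorescence ratio over baseline after carbachol; higher B-score means a larger calcium signal and so more RGS4 inhibition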
# Target sequence (P49798 whole entry, looked up): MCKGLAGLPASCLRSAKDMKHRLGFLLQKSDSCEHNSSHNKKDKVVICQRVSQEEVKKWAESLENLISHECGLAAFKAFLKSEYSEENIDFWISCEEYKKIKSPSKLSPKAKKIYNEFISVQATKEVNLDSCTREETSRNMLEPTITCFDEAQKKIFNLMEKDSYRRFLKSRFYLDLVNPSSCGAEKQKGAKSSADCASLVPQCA
# ANO1 block: mouse TMEM16A channel inhibition, primary screen; HEK293 TMEM16A/YFP iodide influx fluorescence, ionomycin; normalized B-score (activity score, 25-100; higher = stronger inhibition) at 10 µM; hit rate 1.2% among 310,000; AID 588511;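 active means ratio plate-corrected score three or more library SD toward inhibition, starting fluorescence score within five deviations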;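 further: score derived from kinetic fluorescence span divided by baseline fluorescence per well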
# MrgX1 antagonist: antagonists of human MrgX1 receptor | MRGX1-HEK293 calcium flux, Fluo-4, BAM8-22 antagonism; active compounds read low | B-score at 10 µM | hit rate 1.3% among 310,000;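 active means calcium-response B-score plate-corrected more than 3 library SD below zero, starting fluorescence within 5 deviations, no agonist response on first addition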;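 further: peak minus trough fluorescence over baseline after final BAM8-22 challenge near maximal dose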
# HDAC3 inh: inhibitors of human histone deacetylase 3. inhibition, % at 8.3 µM. recombinant HDAC3, fluorogenic peptide/trypsin coupled, fluorescence. O15379. hit rate 0.15% among 320,000; in the data active means inhibition above about 26%, passing the limit was not always enough; inconclusive means no clear call, values can overlap the other calls
# Target sequence (O15379 whole entry, looked up): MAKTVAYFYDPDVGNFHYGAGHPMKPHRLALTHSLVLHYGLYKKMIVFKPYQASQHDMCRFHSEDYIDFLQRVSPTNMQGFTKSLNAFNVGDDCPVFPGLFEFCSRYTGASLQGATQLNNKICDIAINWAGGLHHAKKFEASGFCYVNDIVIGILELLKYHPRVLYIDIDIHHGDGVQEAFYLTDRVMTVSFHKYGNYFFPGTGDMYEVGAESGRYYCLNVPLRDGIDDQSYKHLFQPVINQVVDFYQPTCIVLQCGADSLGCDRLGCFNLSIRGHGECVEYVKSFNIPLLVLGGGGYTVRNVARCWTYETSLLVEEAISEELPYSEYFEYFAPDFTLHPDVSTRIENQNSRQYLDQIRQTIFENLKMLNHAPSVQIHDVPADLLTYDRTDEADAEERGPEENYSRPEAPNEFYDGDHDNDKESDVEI
# TRPC6 activator: activators of mouse TRPC6 channel; Q61143; HEK293-TRPC6 membrane potential dye fluorescence; active compounds read high; hit rate 0.13% among 310,000; B-score at 10 µM;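 active means B-score of the integrated fluorescence ratio above library mean plus 3 SD, and starting fluorescence ratio within library mean plus 5 SD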;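 further: higher score means more depolarization so channel activation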
# RGS4 pot: RGS4 potentiation or activation. HEK293 M3R/inducible RGS4, carbachol calcium flux Fluo4; active compounds read low. B-score at 10 µM. hit rate 0.92% among 310,000. AID 463111;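 active means B-score of the integrated calcium signal more than 4 SD below the library mean, with starting fluorescence not abnormally high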;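 further: negative B-score means reduced calcium response which marks RGS4 activation or potentiation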
#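 Detection: kinetic calcium fluorescence imaging with Fluo4-AM dye, 2 µM / Material: HEK293 cells with stable M3R and inducible RGS4 / Schedule: recording 10 s baseline at 1 Hz, 100 s post-agonist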
# TMEM16A act: activates or potentiates the mouse TMEM16A chloride channel | HEK293 TMEM16A/YFP-H148Q/I152L, iodide quench fluorescence; active compounds read low | hit rate 0.3% among 340,000 | B-score at 10 µM | Q8BHY3;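 active means fluorescence-ratio B-score plate-corrected deviation score at least 3 library SD below zero, with starting fluorescence score within 5 deviations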;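 further: channel opened by trigger with iodide after compound preincubation; score built on the fluorescence ratio of max minus min over baseline; more negative score means more quench and so TMEM16A activation or potentiation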
# MrgX1 ag: human MrgX1 receptor agonism, primary screen | MrgX1-HEK293 cells, Fluo-4 calcium fluorescence, agonist mode; active compounds read high | hit rate 0.44% among 310,000 | Q96LB2 | AID 588627 | B-score at 10 µM;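 active means calcium response B-score plate-corrected fluorescence ratio at least 3 library SD, with starting fluorescence B-score inside 5 SD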
#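 Test system: HEK293 cells stably expressing human MrgX1 receptor; amount: 15,000 cells per well; doses: compound delivered in addition one of three; times: overnight plating before 1 h dye loading; detection: Fluo-4 NW calcium-flux fluorescence, kinetic read; read-out basis: B-scored fluorescence response ratio; controls: positive and negative controls per plate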
# SKKanGAS inh: SKKanGAS growth inhibition; S. pyogenes SKKanGAS, kanamycin growth, BacTiter-Glo, 6 h; inhibition, % at 7.5 µM; hit rate 1.3% among 300,000;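 active means mean replicate score, as percent of positive control median, at least 50; inconclusive means mean below 50 but one replicate at or above 50; inactive means mean and every replicate below 50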;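 further: strain carries kanamycin resistance gene driven by streptokinase promoter and grows in 40 µg/ml kanamycin; loss of luminescence reflects streptokinase promoter inhibition or plain growth inhibition; 0% = median of DMSO wells and 100% = positive control at its reference dose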
# * = called active by the depositor; i = inactive; ? = inconclusive; / = no result given.
SMILES,MrgX1 PAM,TRPC6 inh,RGS4 block,ANO1 block,MrgX1 antagonist,HDAC3 inh,TRPC6 activator,RGS4 pot,TMEM16A act,MrgX1 ag,SKKanGAS inh
CCCCOC(=O)c1ccc(NC(=O)C(CCS(C)(=O)=O)NC(C)=O)cc1 (centres undefined),i,i,i,i,i,2,i,i,i,i,4
Cc1ccc(C(=O)Nc2ccccc2C(=O)NCc2ccco2)cc1S(=O)(=O)N1CCCCC1,i,i,i,i,i,1,i,i,i,i,13
Cn1c(=O)c2[nH]cnc2n(C)c1=O,i,i,i,i,i,-2,i,i,i,i,-3
COc1ccccc1CCn1cc(C#N)c(=O)[nH]c1=O,i,i,i,i,i,2,i,i,i,i,-8
CCn1c(=O)c(C(=O)Nn2c(C)nc3ccccc3c2=O)c(O)c2ccccc21,i,i,i,i,i,-1,i,i,i,i,16
CCCCOC(=O)CSc1nc2ccccc2o1,i,i,i,i,i,4,i,i,i,i,11
CCCn1c(N)c(C(=O)CN2CCc3ccccc3C2)c(=O)n(C)c1=O,i,i,i,i,i,0,i,i,i,i,-13
CCC1CCCCN1CCCNC(=O)Cn1c(=O)c2cccn2c2cccnc21 (centres undefined),i,i,i,i,i,0,i,i,i,i,2
Cc1nn2c(nc(N3CCOCC3)c3ccccc32)c1C=C(C#N)C#N,i,i,i,i,i,-3,i,i,i,i,-4
O=C(CCn1c(=O)c2cccn2c2ccc(F)cc21)NCCc1ccccc1,i,i,i,i,i,-6,i,i,i,i,25
Cc1nnc(NC(=O)c2oc3c(ccc4ccccc43)c2C)s1,i,i,i,i,i,-2,i,i,i,i,-3
CCc1cccc(NC(=O)CN(C)S(=O)(=O)c2cccc3nsnc23)c1,i,i,i,i,i,0,i,i,i,i,-17
Cn1cc(Cl)c(C(=O)OCC(=O)Nc2ccccc2)n1,i,i,i,i,i,0,i,i,i,i,6
CC(=O)c1cccc(NC(=O)c2ccc(N(Cc3ccccc3C)S(C)(=O)=O)cc2)c1,i,i,i,i,i,-5,i,i,i,i,8
CCOC(=O)c1c(CC(C)C)csc1/N=C/C1=C(O)CCCC1=O,i,i,i,i,i,4,i,i,i,i,19
Cc1nc2ccccc2c2c1C(=O)NC2=O,i,i,i,i,i,-3,i,i,/,i,4
CC(=O)c1ccc(N2CCN(c3ccnc4cc(Cl)ccc34)CC2)cc1,i,i,i,i,i,-12,i,i,i,i,7
CCc1nc2ccccc2c(C(=O)Nc2ccc(C)cc2)c1C,i,i,i,i,i,-2,i,i,i,i,-2
CCCC(=O)N(CCN1CCOCC1)c1nc2c(OCC)cccc2s1,i,i,i,i,i,-3,i,i,i,i,-9
O=C(CCC1CCCCC1)NCCS(=O)(=O)N1CCN(c2ccc(F)cc2)CC1,i,i,i,i,i,-1,i,i,i,i,1
CCc1nc2ccc(C(=O)NCCc3ccc(OC)cc3)cc2nc1CC,i,i,i,i,i,0,i,i,i,i,-6
Cc1cccc(C2CN(C)CCc3c2cc(O)c(O)c3Cl)c1 (centres undefined),i,/,/,i,i,-6,/,/,i,i,/
O=C1NCCCC2c3c(cc(Br)c(O)c3Br)OC12N1CCOCC1 (centres undefined),i,i,i,i,i,7,i,i,i,i,/
Clc1ccc(OCCCn2cncn2)cc1Cl,i,i,i,i,i,2,i,i,i,i,-8
O=C(CSc1nnc(-c2ccncc2)n1C1CCCCC1)Nc1cccc(O)c1,i,i,i,i,i,7,i,i,i,i,6
O=C(CCCl)Nc1cc(SCCO)cc([N+](=O)[O-])c1,i,i,i,i,i,-4,i,i,i,i,8
COC(=O)c1cn[nH]c1NC(=S)Nc1ccc(C)cc1Cl,i,i,i,i,i,1,i,i,i,i,?
CCCc1nc(N2CCOCC2)c(C#N)c2c1CCCC2,i,i,i,100*,i,-21,i,i,i,i,3
CCC(C)c1ccccc1NC(=S)NC(=O)c1ccco1 (centres undefined),7.4*,i,i,i,i,8,i,i,i,i,36
O=S(=O)(c1ccc(S(=O)(=O)N(Cc2ccccc2)Cc2ccco2)cc1)N1CCCC1,i,i,i,i,i,-5,i,i,i,i,1
CC1(C)CC(=O)C2=C(C1)c1c(ccc3ccccc13)NC2c1ccc(C(=O)O)cc1 (centres undefined),i,i,i,i,i,2,i,i,i,i,18
Cc1cnc(CN2CCc3c([nH]c4ccccc34)C2C2CCCCC2)[nH]1 (centres undefined),i,i,i,i,i,0,i,i,i,i,10
CC(C)(C)CC(=O)Nc1cc2c3c(c1)CCN3C(=O)CC2,i,i,i,i,i,4,i,i,i,i,-6
CCN1C(=O)C(O)(CC(=O)c2ccccn2)c2ccccc21 (centres undefined),i,i,i,i,i,9,i,i,i,i,-5
CC(=O)Cc1nsc(NC(=O)c2cn(-c3ccccc3)nc2-c2ccc(Br)cc2)n1,i,i,i,i,i,-6,i,i,i,i,8
O=C(O)CCC(=O)Nc1ccccc1C(=O)NCc1ccco1,i,i,i,i,i,0,i,i,i,i,0
O=C(NCCC1=CCCCC1)C(=O)c1c[nH]c2ccccc12,i,i,i,i,i,-6,i,i,i,i,-9
c1ccc2oc(C3=NNC(=NC4CC4)SC3)cc2c1,i,-8.4*,i,i,i,9,i,i,i,i,5
CCOc1ccc(/C(=N\O)C(C)NO)cc1 (centres undefined),i,i,i,i,i,1,i,i,i,i,-5
Cc1ccc(S(=O)(=O)NC2(C(F)(F)F)NC(=O)N(c3ccccc3F)C2=O)cc1 (centres undefined),i,i,i,i,i,-4,i,i,i,i,3
CN(C)c1ccc(NC(=O)CC(NCc2ccccn2)C(=O)O)cc1 (centres undefined),i,i,i,i,i,-4,i,i,i,i,-4
O=C(NCc1ccccc1)c1ccc(=O)oc1,i,i,i,i,i,11,i,i,i,i,1
CCOC(=O)c1cnn(-c2nc3c(C)cccc3s2)c1C,i,i,i,i,i,0,i,i,i,i,2
CCN(CC(=O)NCc1ccc(Cl)cc1)C(=O)COc1ccc(Cl)cc1Br,i,i,i,i,i,6,i,i,i,i,1
N#CCc1nc2n(n1)Cc1ccccc1-2,i,i,i,i,i,10,i,i,i,i,8
CC/C(=N\NC(=O)CSCc1ccc(Cl)cc1)c1ccc2c(c1)OCCO2,i,i,i,i,i,-1,i,i,i,i,-13
Cc1ccc(C(=O)NCc2cccs2)cc1S(=O)(=O)N1CCCCC1,i,i,i,i,i,0,i,i,i,i,-2
CCCn1c(SCC(=O)Nc2ccc(OC)cc2)nnc1-c1ccncc1,i,i,i,i,i,9,i,i,i,i,-3
CCOc1ccc(OCC(=O)OCC(=O)N(CC(C)C)c2c(N)n(Cc3ccccc3)c(=O)[nH]c2=O)cc1,i,i,i,i,i,-4,i,i,i,i,-7
O=C(Cn1nnc(-c2cccc(C(F)(F)F)c2)n1)NC1CCCC1,i,i,i,i,i,-7,i,i,i,i,-2
Cc1cc(C)c(OCCCn2ccnc2)c(C)c1,i,i,i,i,i,-1,i,i,i,i,1
CCOc1ccc(CNCc2ccccc2Cl)cc1,i,i,i,i,i,-1,i,i,i,i,5
Cc1csc(NC(=O)c2cccc([N+](=O)[O-])c2C(=O)O)n1,i,i,i,i,i,8,i,i,i,i,2
CC(Oc1ccccc1)C(=O)NC1C(=O)N2C1SC(C)(C)C2C(=O)O (centres undefined),i,i,i,i,i,-4,i,i,i,i,106*
CCCC(=O)N(Cc1cc(=O)[nH]c2ccccc12)c1ccccc1OC,i,i,i,i,i,4,i,i,i,i,0
O=C(COc1cc(F)ccc1[N+](=O)[O-])Nc1ccc(N2CCCCC2)cc1,i,i,i,i,i,-4,i,i,i,i,23
CCN(CC)CCNC(=O)c1ccc(NC(=O)c2ccc(S(=O)(=O)N3CCCCCC3)cc2)cc1,i,i,i,i,i,3,i,i,i,i,5
Cc1coc2c(C)c3oc(=O)c(CCC(=O)NCCCn4ccnc4)c(C)c3cc12,i,i,i,i,i,-5,i,i,i,i,-6
CSc1ccccc1Nc1ncnc(N)n1,i,i,i,i,i,2,i,i,i,i,-7
Fc1ccc(F)c(NC2=NCCCCC2)c1,i,i,i,i,i,-5,i,i,i,i,12

# Additional structures.
SMILES,MrgX1 PAM,TRPC6 inh,RGS4 block,ANO1 block,MrgX1 antagonist,HDAC3 inh,TRPC6 activator,RGS4 pot,TMEM16A act,MrgX1 ag,SKKanGAS inh
C[C@H]1CCC[C@]2(CC(=O)c3cc(F)ccc3O2)C1,i,i,i,i,i,8,i,i,i,i,0
CCSc1nnc(NC(=O)[C@@H](NC(=O)c2ccc(C(C)(C)C)cc2)C(C)C)s1,i,i,i,i,i,8,i,i,i,i,37
c1cncc(CN=C2Nc3ccccc3CS2)c1,i,i,i,i,i,-2,i,i,i,i,-7
Cc1ccc2ccc(C)[n+](CCCS(=O)(=O)[O-])c2c1,i,i,i,i,i,-1,i,i,i,i,2
CCCc1nc(SCC(=O)N2CCCc3ccccc32)c2c(=O)n(C)c(=O)n(C)c2n1,i,i,i,i,i,12,i,i,i,i,20
Cc1ccc2nc(-c3cccc(NS(C)(=O)=O)c3)cc(-c3ccccc3)c2c1,i,i,i,i,i,2,i,i,i,i,33
CCOC(=O)Cc1c(C)nc2cc(C)nn2c1C,i,i,i,i,i,2,i,i,i,i,21
CC1CCN(C(=O)CSc2nnc(CN3CCOCC3)n2-c2ccccc2)CC1,i,i,i,i,i,1,i,i,i,i,/
COc1cc2c(cc1NC(=O)CSc1ccccc1)oc1ccccc12,i,i,i,i,i,3,i,i,i,i,-14
COc1ccc2oc(C(=O)OCC(=O)N3CCCCC3)c(C)c2c1,i,i,i,i,i,-23,i,i,i,i,16
O=C(CC1SC(=Nc2ccc(O)cc2)NC1=O)Nc1ccccc1 (centres undefined),i,i,i,i,i,0,i,i,i,i,5
C[C@H]1CCC(=O)N([C@H](COc2ccccc2)Cc2ccccc2)CC1,i,i,i,i,i,2,i,i,i,i,10
N#CCC(=O)NNc1c([N+](=O)[O-])cc(C(F)(F)F)cc1[N+](=O)[O-],i,i,i,i,i,10,i,i,i,i,9
O=C(COC(=O)c1ccc([N+](=O)[O-])cc1Cl)Nc1cccnc1Cl,i,i,i,i,i,-2,i,i,i,i,-2
COC(=O)c1ccc(NS(=O)(=O)c2ccc(-c3cc(C)no3)s2)cc1,i,i,i,i,i,3,i,i,i,i,3
